Autophagy mod: modulators of autophagy; 190,000 tested, 0.98% active; calls only at 10 µM (by protocol); MEF GFP-LC3 puncta imaging; test concentration mostly 10 µM;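 active = percentage of spot-positive cells more than 3 SD above its plate mean, without a fluorescence outlier flag or 80% toxicity; inconclusive = no clear call, values can overlap the other calls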;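 also: spot-positive cell cutoff set from DMSO-treated cells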
MT stabilizer: microtubule stabilization, imaging screen. % tubulin-high responders, % at 10 µM. HeLa tubulin immunostaining HCS, 24 h; share of cells brighter than vehicle mean+2SD. 200,000 tested, 0.83% active;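 active = plate Z-score above 3 for both tubulin-high and condensed-nucleus cell shares, with cell loss under 80%, at 10 µM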;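 also: anti alpha tubulin signal scored within the nucleus-defined area of each cell; some results filed as inactive read as strong as hits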
b-catenin transl: modulators of beta-catenin nuclear translocation. nuclear translocation activity, % at 5 µM. 190,000 tested, 0.3% active. AID 1665. HeLa beta-catenin nuclear translocation, immunofluorescence imaging;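 active = nuclear translocation activity above 50% at 5 µM, with a well cell count of 50 or more; inconclusive = wells under 50 cells across six images, flagged as toxic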;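 also: per-cell ratio of nuclear to cytoplasmic median beta-catenin stain intensity; plate controls were DMSO negative control for no effect and GSK-3 inhibitor IX positive control for full effect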
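System: HeLa cells, endogenous beta-catenin; compound dosing: 5 µM primary single dose, 0.1% DMSO, 0.02–20 µM confirmation series; incubation: 24 h compound exposure at 37°C, 5% CO2; signal: beta-catenin immunofluorescence imaging with DAPI; evaluation: % activation, nuclear-to-cytoplasmic median beta-catenin signal ratio per cell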
West Nile virus CPE: West Nile virus antiviral activity, cell-based, CPE readout (AID 1621). one-dose CPE inhibition, % at 10 µM; IC50 in µM for titrated hits. 290,000 tested, 0.02% active. West Nile virus-infected cells, CPE inhibition; higher % means a stronger effect; in the data active = a potency from the dose series; inconclusive = CPE inhibition mostly from about 3.7% at the one dose, without a potency; inactive = the rest, 99 in 100 with CPE inhibition below about 2.2%; also: strong numbers were not always called active
Myeloid diff 2: myeloid differentiation induction; calls only at 10 µM; ER-HoxA9 myeloid progenitors, lysozyme-GFP differentiation, flow cytometry; 360,000 tested, 1% active; AID 624256;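 active = normalized GFP-positive differentiation at or above the plate's own cutoff, the solvent-only control mean plus 3 SD; inconclusive = no clear call, values can overlap the other calls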;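 also: cells exposed to compound for four days before flow analysis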
T cell HTS: T cell immune modulation candidate; 2C CD8+ T cell-vesicle binding, flow cytometry; stronger effect = lower value; calls only at 7 µM; 330,000 tested, 0.068% active;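 active = response, share of CD8 T cells binding vesicles, and their 90th percentile fluorescence all below set limits, cut at about 80% in these data, passing the limit was not always enough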
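material = purified 2C TCR transgenic mouse naive CD8+ T cells | controls = Unloaded micro-vesicles (low), QL9 vesicles with 0.7% DMSO (high) | detection = cytometric PE anti-B7-1 and Alexa647 anti-CD8 signals after 1% paraformaldehyde fixation | incubation = binding step 1.5 h, 37 °C, antibody labelling 20 min, ice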
WT yeast gro inh: growth inhibition of WT yeast, mitochondrial fusion screen. mitochondrial fusion phenotypic screen, WT strain. inhibition, % at 10 µM. 190,000 tested, 2.1% active. AID 1362; in the data active = inhibition above about 58%; tested in S. cerevisiae
Hep lipid drop: hepatic lipid droplet formation modulation. 240,000 tested, 0.4% active. AML12 mouse hepatocytes, oleate lipid droplets, BODIPY imaging. inhibition, % at 6.5 µM;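 active = lipid droplet intensity inhibited by at least 50%, with more than 500 cells counted; inconclusive = wells with under 300 cells, treated as cytotoxic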
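Material – mouse AML12 hepatocyte cell line, fixed after treatment · Compound dosing – one dose, 6.5 µM compound · Times – compound with oleate, overnight · Measured by – Image-based BODIPY and DAPI two-channel analysis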
Insulin prom up: MIN6 insulin promoter up-regulation; MIN6 insulin promoter-GFP reporter, high-content imaging; stronger effect = higher value; z-score at 5 µM; 190,000 tested, 0.3% active;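 active = z-score above 3 at 5 µM with at least 500 cells counted in the well; inconclusive = wells under 500 cells, flagged as cytotoxic or low count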
WT yeast gro inh mutant strain: further read-out of WT yeast gro inh, marked with its call; inhibition, %; mitochondrial fusion phenotypic screen, mutant strain inhibition
Insulin prom up cell count: recorded beside Insulin prom up, whose call it bears; cell count; measured here: cytotoxicity, nuclei count;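 total cells summed across four imaged fields per well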
Hep lipid drop cells 6.5 µM: also measured in Hep lipid drop; calls as there; cell count; measured here: cell count, cytotoxicity flag;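 cells counted across two imaged fields per well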
b-catenin transl cell count 5 µM: recorded beside b-catenin transl, whose call it bears; cell count; measured here: cell count, cytotoxicity flag
T cell HTS vesicle-bound %: also measured in T cell HTS; calls as there; double positive events, %; measured here: CD8+ vesicle-bound cell fraction;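 binding gate set so that unloaded-vesicle control wells show 10% double positive cells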
MT stabilizer Hoechst-high %: also measured in MT stabilizer; calls as there; % Hoechst-high responders; measured here: nuclear condensation Hoechst responders;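 share of cells brighter than vehicle mean plus two SD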
MT stabilizer cytotoxicity %: also measured in MT stabilizer; calls as there; toxicity, %; measured here: cytotoxicity by cell density;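 0% = mean cell density of plate MIN control wells and 100% = no cells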
Autophagy mod cell loss 18 h: recorded beside Autophagy mod, whose call it bears; toxicity, %; measured here: cell loss, nuclei count;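 cell loss after 18 h compound exposure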
Myeloid diff 2 GFP+ MAC1+ %: also measured in Myeloid diff 2; calls as there; GFP+ MAC1+ double positive, %; measured here: differentiation confirmed by MAC1 staining
* marks the source's active call; other numbers are inactive results; i = inactive; u = inconclusive; x = not tested or not shown; & = joins results of further samples.

SMILES | Autophagy mod | Autophagy mod cell loss 18 h | MT stabilizer | MT stabilizer Hoechst-high % | MT stabilizer cytotoxicity % | b-catenin transl | b-catenin transl cell count 5 µM | West Nile virus CPE | Myeloid diff 2 | Myeloid diff 2 GFP+ MAC1+ % | T cell HTS | T cell HTS vesicle-bound % | WT yeast gro inh | WT yeast gro inh mutant strain | Hep lipid drop | Hep lipid drop cells 6.5 µM | Insulin prom up | Insulin prom up cell count
O=C(CC1C(=O)NCCN1C(=O)c1ccc([N+](=O)[O-])cc1)Nc1ccc(F)cc1 (stereo unspecified) | x | x | x | x | x | x | x | -0.1% | i | 3.0 | i | 16 | x | x | -17 | 657 | x | x
O=C(Nc1nnc(-c2ccco2)s1)C1CC1 | i | -1 | 6.3 | 1.9 | 3.0 | 1.1 | 1126 | -0.2% | i | 0.4 | i | 16 | -7 | 4 | x | x | 0.84 | 1221
Cc1nn(-c2ccccc2)c(C)c1/C=N/NC(=O)c1cc(-c2ccccc2)n[nH]1 | i | 35 | 14* | 23* | 39* | 80* | 343* | 0.9% | u | x | i | 58 | 8 | 0 | u | x | -0.92 | 869
O=C(CC1CCCCC1)NCc1nc(-c2ccccc2)no1 | x | x | x | x | x | 1.0 | 1347 | 0.1% | i | 0.5 | i | 27 | x | x | 17 | 756 | -0.76 | 1081
Cc1cc(C)c(S(=O)(=O)NCc2cccnc2)c(C)c1 | x | x | x | x | x | x | x | 0.8% | i | 0.6 | i | 19 | x | x | -4 | 838 | x | x
O=C(NC1CCCCC1)c1cc(C(=O)c2ccccc2Br)c[nH]1 | i | 39 | 2.4 | 1.8 | 0.3 | -8.0 | 1138 | -0.5% | i | 0.7 | i | 52 | 10 | -6 | 19 | 670 | -0.1 | 1524
COc1cc2c(cc1OC)CN(C(=O)Cc1ccc(OC)c(S(=O)(=O)N3CCOCC3)c1)CC2 | i | -6 | 2.9 | 2.2 | 6.7 | x | x | 0.2% | i | 0.4 | i | 60 | -5 | -2 | 2 | 777 | 0.37 | 1066
Cc1ccc(OCC(=O)NNC(=S)NC(=O)C2CCCCC2)c(C)c1 | x | x | x | x | x | x | x | -0.9% | i | 0.5 | i | 68 | x | x | 30 | 654 | x | x
O=C(Oc1cccc(C(=O)N2CCOCC2)c1)c1ccc(Br)cc1 | i | -7 | 1.9 | 2.4 | 9.2 | -1.8 | 1049 | 0.1% | i | 1.2 | i | 16 | 15 | 3 | x | x | -0.32 | 1199
COc1cc(NC(=O)c2csc(-c3ccncc3)n2)cc(C(=O)Nc2cccc(C(F)(F)F)c2)c1 | x | x | x | x | x | -0.9 | 1352 | 1.3% | i | 2.2&0.3 | i | 31 | x | x | 7 | 687 | -0.17 | 728
O=C(CSc1ncccn1)N1CCc2ccccc2C1 | i | 4 | 2.6 | 1.9 | 7.3 | 0.5 | 1044 | 0.0% | i | 0.3 | i | 56 | 5 | 7 | 17 | 720 | x | x
CCOC(=O)c1sc2c(c1C)c(=O)n(CCO)c(=O)n2Cc1ccccc1 | x | x | x | x | x | x | x | 0.1% | i | 0.5 | i | 55 | x | x | 13 | 734 | x | x
N=c1sccn1CC(=O)NCCc1ccc(Cl)cc1Cl | i | -8 | 1.9 | 1.3 | 4.6 | 0.8 | 1196 | -0.2% | i | 1.7 | i | 2 | 4 | -5 | -3 | 735 | x | x
CCNC(=O)NS(=O)(=O)c1cnccc1Nc1cccc(Cl)c1 | i | -3 | 4.4 | 2.5 | 1.5 | x | x | 0.4% | i | 0.7 | i | 53 | 6 | 1 | x | x | 0.28 | 1320
COc1ccc(S(=O)(=O)N2CCc3ccccc32)cc1C(=O)OCc1c(C)noc1C | i | 1 | 2.7 | 1.2 | 2.9 | -6.3 | 891 | 1.3% | i | 1.1 | i | 16 | 19 | -1 | x | x | -0.88 | 1161
Cc1ccc(S(=O)(=O)N2CCC(Oc3ccc(-n4cnnn4)cc3)CC2)cc1 | x | x | x | x | x | x | x | 0.1% | i | 1.2 | i | 7 | x | x | 2 | 745 | x | x
CCOC(=O)c1c(NC(=O)C2CCCN(S(=O)(=O)c3ccccc3)C2)sc2c1CCCC2 (stereo unspecified) | i | -18 | 2.6 | 3.8 | 10.0 | x | x | -0.6% | i | 1.1 | i | 41 | 2 | -2 | -12 | 654 | 0.24 | 1339
N#CC(C#N)=C1C=CC=CN1/C(=C\c1ccco1)C(=O)c1ccc(-c2ccccc2)cc1 | i | 49 | 5.5 | 2.9 | 0.1 | -0.1 | 1034 | u | i | 0.8 | i | 39 | -2 | -9 | -65 | 605 | -1.2 | 679
CC(C)CCN1CCN(Cc2cnc(-c3ccccc3)s2)CC1CCO (stereo unspecified) | i | 2 | 1.0 | 1.2 | 5.0 | -0.3 | 1025 | -0.8% | i | 0.6 | i | 38 | -3 | -5 | 6 | 634 | x | x
O=C(CCc1nnc(CCc2ccccc2)o1)N1CCCCC1CCn1cccn1 (stereo unspecified) | i | 3 | 1.2 | 1.6 | 4.1 | -0.6 | 1622 | -0.1% | i | 0.1 | i | 62 | 1 | 5 | -2 | 655 | x | x

Only MT stabilizer, West Nile virus CPE and T cell HTS (2 entries from above):
mol	MT stabilizer	West Nile virus CPE	T cell HTS
CC(C)CCN1CCN(Cc2cnc(-c3ccccc3)s2)CC1CCO (stereo unspecified)	1.0	-0.8%	i
O=C(CCc1nnc(CCc2ccccc2)o1)N1CCCCC1CCn1cccn1 (stereo unspecified)	1.2	-0.1%	i

Next part:
SMILES | Autophagy mod | Autophagy mod cell loss 18 h | MT stabilizer | MT stabilizer Hoechst-high % | MT stabilizer cytotoxicity % | b-catenin transl | b-catenin transl cell count 5 µM | West Nile virus CPE | Myeloid diff 2 | Myeloid diff 2 GFP+ MAC1+ % | T cell HTS | T cell HTS vesicle-bound % | WT yeast gro inh | WT yeast gro inh mutant strain | Hep lipid drop | Hep lipid drop cells 6.5 µM | Insulin prom up | Insulin prom up cell count
Cc1cc(SCC(=O)Nc2cccc(S(=O)(=O)NC3=NCCCCC3)c2)nc2ccccc12 | x | x | x | x | x | -0.1 | 1349 | -1.1% | i | 0.5 | i | 44 | x | x | -12 | 740 | 0.21 | 1067
COc1ccc(NC(=O)CSc2cc(C)ccc2C)cn1 | i | -6 | 4.1 | 2.2 | 3.2 | 2.7 | 961 | 0.0% | i | 0.8 | i | 41 | -7 | -21 | -2 | 731 | -0.26 | 1309
O=C(COc1ncnc2c(Cl)cc(Cl)cc12)NCCC1=CCCCC1 | i | -10 | 2.0 | 1.1 | 4.7 | x | x | -0.1% | i | 0.9 | i | 48 | -1 | 5 | 10 | 736 | -0.06 | 928
CN(c1ccc(C(=O)N2CCCCCC2)cc1)S(=O)(=O)c1ccc(Cl)cc1 | x | x | x | x | x | x | x | -1.7% | i | 2.9 | i | 12 | x | x | -13 | 784 | x | x
Cc1ccccc1C(=O)N1CC(=O)Nc2ccc(F)cc2C1c1ccc(F)cc1 (stereo unspecified) | x | x | x | x | x | x | x | -0.5% | i | 0.7 | i | 64 | x | x | -28 | 791 | x | x
CCOc1ccccc1NC(=O)CSc1nnc(CNC(=O)c2ccccc2F)o1 | x | x | x | x | x | x | x | 0.2% | i | 0.4 | i | 27 | x | x | -1 | 691 | x | x
CC(C)CC(=O)N1CCN(C(=O)c2ccc(-c3ccccc3)cc2)CC1 | x | x | x | x | x | x | x | -2.1% | i | 0.0 | i | 56 | x | x | 3 | 839 | x | x
Cc1csc2nc(CNS(=O)(=O)N(C)C)cn12 | i | -1 | 4.0 | 2.4 | 11 | x | x | 0.1% | i | 1.9 | i | 8 | -8 | -9 | x | x | -0.33 | 892
CSc1ccc(C(c2c(C)[nH][nH]c2=O)c2c(C)[nH][nH]c2=O)cc1 | x | x | x | x | x | x | x | -0.1% | i | 0.5 | i | 10 | x | x | -4 | 816 | x | x
Cc1cccc(NC(=O)c2ccccc2NC(=O)c2ccco2)c1 | x | x | x | x | x | x | x | -0.4% | i | 2.0 | i | 6 | x | x | -7 | 705 | x | x
Cc1ccccc1NC(=S)Nc1cccc2cnccc12 | i | 9 | 3.5 | 2.6 | 7.6 | 0.8 | 1103 | -1.1% | i | 0.6 | i | 35 | 39 | 33 | -4 | 708 | -0.32 | 1185
Cc1ccc(CC(=O)Nc2ncc([N+](=O)[O-])s2)cc1 | i | 3 | 2.6 | 2.3 | 7.2 | 0.4 | 1586 | -0.4% | i | 0.6 | i | 41 | 16 | 11 | 2 | 723 | -0.27 | 1382
O=C(NC1CC1)C(Cc1ccccc1)NS(=O)(=O)c1ccccc1F (stereo unspecified) | x | x | x | x | x | x | x | -0.9% | i | 1.2 | i | 24 | x | x | 10 | 832 | x | x
O=c1[nH]c2ccc(NS(=O)(=O)c3ccc(Cl)cc3)cc2[nH]1 | i | -5 | 3.4 | 2.2 | 1.3 | 0.1 | 1017 | 0.6% | i | 0.3 | i | 63 | 2 | -4 | -20 | 690 | -0.09 | 1600
CCCCC#Cc1ccc(C(=O)NNC(=O)Nc2cc(Cl)cc(Cl)c2)o1 | x | x | x | x | x | -0.1 | 1295 | 0.3% | i | 0.9 | i | 33 | x | x | x | x | -0.17 | 1372
O=c1c(OC2OC(CO)C(O)C(O)C2OC2OC(CO)C(O)C(O)C2O)c(-c2ccc(O)cc2)oc2cc(O)cc(O)c12 (stereo unspecified) | x | x | x | x | x | 1.8 | 1243 | -0.3% | i | 3.1 | i | 29 | x | x | -4 | 661 | 0.1 | 881
O=C(CCC(=O)Nc1ccc(F)cc1)N/N=C/c1cccc(Br)c1 | x | x | x | x | x | x | x | -0.7% | i | 0.6 | i | 21 | x | x | 12 | 849 | x | x

Assay outcomes deposited in PubChem by several laboratories.
